# Compound activity: PubChem BioAssay, several laboratories
# KOR beta-arrestin-1 – KOR antagonists, beta-arrestin recruitment, cell-based, luminescence, uHTS (AID 1778); KOR beta-arrestin recruitment, luminescence, antagonist mode; higher % means a stronger effect; inhibition, % at 10 µM, or IC50 in µM where a hit was titrated; hit rate 0.091% among 290,000; further: strong numbers were not always called active
# GPR55 antagonists – GPR55 antagonists blocking LPI-driven arrestin recruitment, primary screen, imaging, U2OS, beta-arrestin-GFP, LPI agonist (AID 2013). U2OS GPR55 beta-arrestin-GFP translocation imaging, LPI antagonism; higher % means a stronger effect. inhibition, % at 10 µM; hits with a dose series show IC50 in µM. hit rate 0.13% among 290,000;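 active means spots per cell inhibited over 60%, with over 100 cells counted and total cytoplasm intensity under 500,000; inconclusive means wells with under 100 cells, flagged as likely toxic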;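 further: U2OS cells stably carrying GPR55 and arrestin-GFP stimulated by 5 µM LPI near EC80; imaged beta-arrestin-GFP aggregate spots per cell after agonist stimulation; plate controls were LPI-stimulated DMSO wells for no effect and DMSO wells without LPI for full effect; some results filed as inactive read as strong as hits; confirmed hits need IC50 under 10 µM and bright autofluorescent wells are also inconclusive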
# GPR55 beta-arrestin – selective activators of receptor GPR55 – imaging, U2OS cells, beta-arrestin-GFP redistribution, primary screen (AID 1961); U2OS GPR55 beta-arrestin-GFP redistribution imaging; higher % means a stronger effect; one-dose activation, % at 10 µM; EC50 in µM for titrated hits; hit rate 0.048% among 290,000;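 active means activation above 40% with more than 50 cells counted in the well; inconclusive means wells holding fewer than 50 cells, flagged as toxic or sparse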;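 further: U2OS osteosarcoma cells stably expressing GPR55 and beta-arrestin-GFP; plate controls were DMSO negative control for no effect and LPI positive control for full effect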
# Myeloid diff MLP – promotes myeloid progenitor differentiation; ER-HoxA9 myeloid progenitors, lysozyme-GFP differentiation, flow cytometry; calls only at 10 µM; hit rate 1% among 360,000; AID 624256;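 active means normalized GFP-positive differentiation at or above the plate's own cutoff, the solvent-only control mean plus 3 SD; inconclusive means no clear call, values can overlap the other calls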;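 further: cells exposed to compound for four days before flow analysis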
# NTR1 ag – NTR1-driven beta-arrestin-GFP spot formation – imaging, U2OS cells, high content, primary screen (AID 493036) | P30989 | agonist mode | activation, % at 20 µM | hit rate 0.17% among 330,000;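 active means activation at or above 40% of the spot to cytoplasm intensity ratio, with at least 20 cells analyzed; inconclusive means wells under 20 cells, flagged as cytotoxic or low count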;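 further: 0% = DMSO without peptide and 100% = 100 nM NTR1 peptide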
# Target sequence (P30989 whole entry, looked up): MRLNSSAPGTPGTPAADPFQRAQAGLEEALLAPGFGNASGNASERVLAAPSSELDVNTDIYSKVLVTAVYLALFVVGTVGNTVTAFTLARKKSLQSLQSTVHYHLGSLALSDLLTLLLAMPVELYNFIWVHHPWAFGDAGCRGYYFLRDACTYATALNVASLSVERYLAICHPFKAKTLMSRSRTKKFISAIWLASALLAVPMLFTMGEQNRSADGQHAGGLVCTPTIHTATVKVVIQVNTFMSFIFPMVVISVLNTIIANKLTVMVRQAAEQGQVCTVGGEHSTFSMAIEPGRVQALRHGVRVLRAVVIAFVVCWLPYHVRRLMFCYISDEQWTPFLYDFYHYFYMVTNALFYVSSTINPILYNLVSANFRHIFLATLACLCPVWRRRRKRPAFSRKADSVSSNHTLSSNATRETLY
# HEK293 NOD2/NF-kB – inhibition of NOD2-driven NF-kB reporter – cell-based, luminescence, uHTS, HEK293 (AID 1566) | inhibition, % at 4 µM, or EC50 in µM where a hit was titrated | hit rate 0.63% among 290,000 | HEK293 NOD2/NF-kB luciferase reporter, luminescence; higher % means a stronger effect; further: many of its hits are not listed in these tables
# KOR beta-arrestin-2 – KOR agonists, beta-arrestin recruitment, primary screen, cell-based, luminescence, uHTS (AID 1777) | KOR beta-arrestin recruitment, luminescence; higher % means a stronger effect | activation, % at 10 µM, or EC50 in µM where a hit was titrated | hit rate 0.02% among 280,000; in the data active means activation above about 50%, passing the limit was not always enough; further: a part of the inactive calls stands beside numbers as strong as those of hits
# NOD1 NF-kB reporter – NOD1 signaling inhibitors, primary screen, cell-based, luminescence, uHTS (AID 1578); inhibition, % at 4 µM; hits with a dose series show EC50 in µM; NOD1-driven NF-kB luciferase reporter cells, luminescence; higher % means a stronger effect; hit rate 1% among 290,000; in the data active means inhibition mostly above about 36%, no sharp cut-off; inactive means mostly below about 34%;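 further: HEK-293T reporter cells stimulated with the NOD1 agonist gamma-tri-DAP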
# T cell HTS – modulates CD8 T cell binding to vesicles; 2C CD8+ T cell-vesicle binding, flow cytometry; active compounds read low; calls only at 7 µM; hit rate 0.068% among 330,000; AID 2052;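 active means response, share of CD8 T cells binding vesicles, and their 90th percentile fluorescence all below set limits, cut at about 80% in these data, passing the limit was not always enough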
#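 Benchmarks: naked versus QL9-loaded vesicles / Assay system: purified 2C TCR transgenic mouse naive CD8+ T cells / Technique: high-throughput flow cytometry with anti-B7-1 and anti-CD8 staining / Timing: Cell–vesicle co-incubation 1.5 h at 37 °C, staining 20 min on ice / Read-out: percent CD8+ FL2 mean versus row control / Probe or stimulus: QL9-loaded Drosophila micro-vesicles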
# T cell HTS vesicle-bound % – recorded beside T cell HTS, whose call it bears; double positive events, %; measured here: CD8+ vesicle-bound cell fraction;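 binding gate set so that unloaded-vesicle control wells show 10% double positive cells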
# NTR1 ag cell count 20 µM – recorded beside NTR1 ag, whose call it bears; cell count; measured here: cell count, cytotoxicity flag
# Myeloid diff MLP GFP+ MAC1+ % – second read-out of Myeloid diff MLP, no call of its own (marks repeat the call); GFP+ MAC1+ double positive, %; measured here: differentiation confirmed by MAC1 staining
# An asterisk follows results filed as active; i = inactive; ? = inconclusive; · = no result given; [ ] = another dose, or the depositor's remark. Unless noted, no stated cut-off is given here; in the data, active means inhibition above about 50%; inactive means the rest. An excerpt, so the mix of outcomes need not match the whole.
SMILES,KOR beta-arrestin-1,GPR55 antagonists,GPR55 beta-arrestin,Myeloid diff MLP,Myeloid diff MLP GFP+ MAC1+ %,NTR1 ag,NTR1 ag cell count 20 µM,HEK293 NOD2/NF-kB,KOR beta-arrestin-2,NOD1 NF-kB reporter,T cell HTS,T cell HTS vesicle-bound %
O=C(Nc1ccccc1F)c1ccco1,-4%,16%,0.3%,i,5.3,-0.7,57,-4%,-4.8%,-44%,i,22
CCOc1ccc(C(=O)C2CCN(C(=O)c3ccccc3C(=O)O)CC2)cc1,0%,33%,0.0%,i,5.7,2.7,72,0%,-3.5%,-5%,i,46
Cc1ccc(NC2SC(=O)N(CC(=O)O)C2=O)cc1 (stereo unspecified),16%,4%,-0.1%,i,2.4,-0.7,58,4%,2.7%,-25%,i,39
CC1CCN(C(=O)CSc2nc(N)cc(N)n2)CC1,-19%,-2%,-0.1%,i,2.0,1.5,44,-2%,4.7%,-17%,i,49
COC(=O)c1cc(OC)c(OC)cc1NC(=O)C1CCC(=O)N1S(=O)(=O)c1ccc(C)cc1 (stereo unspecified),9%,-5%,-0.1%,i,0.9,-1.0,74,11%,-1.4%,·,i,24
Cc1nc(SCC(=O)N2c3ccccc3Sc3ccccc32)n[nH]1,-4%,2%,-0.1%,i,1.1,2.0,49,22%,-2.7%,9%,i,22
Cc1ccc(C(=O)N2CC(C)OC(C)C2)cc1[N+](=O)[O-] (stereo unspecified),-29%[20 µM],0%,-0.1%,i,0.1,1.7,32,-4%,·,-35%,i,15
NNc1nc(NCc2ccccc2)nc(N2CCOCC2)n1,-14%,10%,-0.1%,i,0.9,-0.8,16,-7%,0.3%,-23%,i,30
Cc1ccc(NC(=S)NC(=O)c2ccc(F)cc2)cc1S(=O)(=O)Nc1cccc(Cl)c1,-224%[20 µM],10%,-0.1%,i,0.2,17,55,·,1.9%,·,i,33
O=C(CC(c1ccccc1)C1CCCCC1=O)c1ccco1 (stereo unspecified),-30%,3%,0.0%,i,0.5,0.4,47,2%,2.2%,-20%,i,21
COc1ccc(-c2c(C)[nH]n3c(=O)c(Cc4ccccc4)c(C)nc23)cc1,-5%,-8%,0.1%,i,0.3,-1.2,37,22%,-3.1%,38%,i,48
O=C(c1cc(S(=O)(=O)N2CCOCC2)c(Cl)cc1Cl)N1CCCCC1CO (stereo unspecified),17%,6%,-0.1%,i,1.3,-0.7,62,8%,-1.4%,-10%,i,25
Cc1ccc(NC(=S)N2CCC(NC(=O)c3ccco3)CC2)cc1C,-25%,3%,-0.1%,i,3.5,2.7,45,8%,-1.7%,-14%,i,22
CC(C)CNC(=S)NNC(=O)c1ccc2c(c1)OCO2,-22%,2%,-0.2%,i,0.8,0.8,93,-8%,-2.6%,-12%,i,13
Clc1nc2ccccc2cc1-c1nnn(-c2ccccc2)n1,-13%,7%,-0.1%,i,1.8,2.8,63,-170%,-2.3%,42%,·,·
Cc1ccc(-c2cc3nc(-c4ccccc4)cc(N)n3n2)cc1,6%,4%,-0.3%,i,1.3,-0.4,44,-48%,-0.4%,9%,i,48
CCNc1nc(NCC)nc(Oc2ccc(N)cc2)n1,12%,-5%,-0.1%,i,0.9,-0.1,66,-19%,-5.2%,1%,i,39
CN(C)/C=C(\C=O)c1ccc(Cl)cc1Cl,-68%[20 µM],-8%,-0.1%,i,0.5,0.0,108,23%,2.6%,-5%,i,50
CCOC(=O)C1=C(C)OC(N)=C(C#N)C1c1ccc(O)c(OC)c1 (stereo unspecified),-8%,14%,-0.1%,i,0.5,0.5,89,-6%,-1.1%,1%,i,21
O=C(CNC(=O)c1ccccc1)OCC(=O)N1c2ccccc2Sc2ccccc21,-3%,-2%,0.2%,i,0.2,0.4,82,16%,1.5%,-15%,i,46
CC(Nc1nc(-c2ccccc2)nc2ccccc12)c1ccccc1 (stereo unspecified),0%,17%,-0.3%,i,2.8,17,95,9%,-1.0%,-32%,i,40
C#CCOCCOCCOCCNc1nc(N2CCN(C(=O)[C@H](CCCCN)n3cc(CCCC)nn3)CC2)nc(N2CCN(C(=O)[C@H](Cc3ccc(O)cc3)n3cc(CCO)nn3)CC2)n1,-13%,1%,-0.1%,i,0.6,-3.6,69,14%,2.4%,-16%,i,11
COc1ccc(COCC(O)CN2CCOCC2)cc1OC (stereo unspecified),-8%,9%,0.4%,i,0.4,-0.8,56,-5%,-0.5%,-30%,i,52
COc1ccc(/C=C(\NC(=O)c2ccc([N+](=O)[O-])cc2)C(=O)N2CCOCC2)cc1,-7%[20 µM],16%,0.3%,i,0.5,0.3,26,-1%,·,20%,i,41
CCOc1ccc(-c2nc(CCl)cs2)cc1OC,31%,-9%,-0.2%,i,0.4,1.4,56,-9%,-2.8%,-32%,i,55
COc1ccc(CCNC(=O)CCS(=O)(=O)c2cccc3nsnc23)cc1OC,-7%,13%,0.3%,i,1.6,1.1,76,18%,3.8%,·,i,38
Oc1ccc(-c2onc3ccc(Cl)cc23)cc1,-15%,-8%,0.0%,i,0.6,-0.1,33,-10%,0.0%,0%,i,23
O=C(O)c1ccc(/C=N/NC(=O)c2ccc(CN3c4cccc5cccc(c45)S3(=O)=O)cc2)cc1,-37%,5%,0.0%,i,1.7,1.4,68,-3%,4.4%,-13%,i,33
CCn1c(=O)c(C(=O)NNC(=O)c2ccccc2F)c(O)c2ccccc21,-2%,8%,-0.1%,?,·,2.6,52,28%,-4.0%,8%,i,20
Cc1cn(C(=O)CN2C(=O)c3ccccc3C2=O)c(C)n1,38%,1%,-0.1%,i,0.4,·,·,-1%,-5.1%,-18%,·,·
COc1ccc(CNC(=O)CN(C(=O)CCC(=O)Nc2nccs2)c2cccc(C)c2)cc1,-11%,-3%,0.5%,i,0.9,-1.5,44,-7%,-0.3%,-17%,i,10
CCN(CC)S(=O)(=O)c1ccc(NC(=O)CC(NC(C)=O)c2ccccc2)cc1 (stereo unspecified),-21%,14%,0.0%,i,2.4,-2.3,52,5%,1.4%,7%,i,28
CC(C)Cc1ccc(CN2CCC(n3nccc3NC(=O)C3CCCC3)CC2)cc1,-23%,4%,-0.1%,i,1.6,0.8,42,5%,4.7%,-8%,i,24
O=c1[nH]c(SCc2ccccc2)nc2c1cnn2-c1ccc(F)cc1,-20%,-2%,-0.1%,i,1.4,1.4,47,19%,3.3%,-6%,i,47
COc1ccc(CCN(C)C(=O)CSc2nnc(-c3ccco3)o2)cc1OC,-13%,10%,0.4%,i,0.7,-0.4,52,2%,4.1%,0%,i,54
c1nc(N2CCNCC2)c2sc3nc(N4CCOCC4)c4c(c3c2n1)CCC4,5%,13%,-0.2%,·,·,·,·,-3%,3.3%,-10%,·,·
COC(=O)c1ccc(CO/N=C(\NC(C)=O)c2nonc2NC(C)=O)cc1,30%,4%,-0.3%,i,0.4,-0.4,79,10%,-5.8%,-20%,i,46
COc1cccc(/C=N/NC(=O)CNC(=O)c2ccc(S(=O)(=O)N3CCCC3)cc2)c1OC,34%,4%,-0.6%,·,·,-0.4,94,-15%,1.4%,11%,i,40
CCOC(=O)c1c(N)sc2c(O)c(Br)ccc12,-21%,-7%,-0.3%,i,0.9,2.4,61,-39%,-16%,-17%,i,34
COC(=O)c1cccc(C(=O)N2CCC(CO)(Cc3ccccc3Cl)CC2)c1,-22%,6%,0.5%,i,0.6,2.3,58,21%,6.2%,-4%,i,49
Cc1nc2ccccc2c2oc(C(=O)N3CC(C)CC(C)C3)cc12 (stereo unspecified),-24%,-2%,0.3%,i,2.9,0.2,61,11%,-1.2%,-15%,i,30
C=CCn1c(SCCOc2ccc(OC)cc2)nnc1C(C)NC(=O)Cc1ccc(OC)cc1 (stereo unspecified),8%,10%,0.2%,i,4.9,0.9,72,-3%,3.3%,75%*,i,62
Cc1ccc(OCCCC(=O)NC(C)c2ccccc2)c(C)c1 (stereo unspecified),-30%,3%,0.1%,i,0.3,1.4,58,-11%,0.5%,-30%,i,8
CCOC(=O)C(C)c1n[nH]c(=O)c2ccccc12 (stereo unspecified),6%,-10%,0.8%,i,1.4,1.9,74,6%,-3.5%,-8%,i,51
CC(C)=C1C2CC2C2C(C(=O)O)C12 (stereo unspecified),12%,17%,-0.1%,i,0.5,-0.4,66,7%,-0.9%,-4%,i,47
CCCCS(=O)(=O)N1CCC(C(=O)Oc2ccccc2OC)CC1,6%,1%,-0.2%,i,0.6,1.0,64,3%,1.5%,-28%,i,32
c1ccc(OCCCn2ccnc2)cc1,-4%[20 µM],-11%,-0.3%,i,0.7,1.8,43,-6%,5.7%,-29%,i,25
CC(=O)N(c1ccccc1)C1CCCC1,23%,4%,-0.3%,i,0.4,2.6,51,16%,6.6%,8%,i,16
Cc1ccc(CNC(=O)CCC(=O)N2CC(C)Oc3ccccc32)cc1 (stereo unspecified),-21%[20 µM],-8%,0.5%,i,6.8,-0.9,75,3%,-5.8%,-15%,i,27
CCCC(c1nnnn1C1CCCCC1)N1CCN(C(=O)c2ccco2)CC1 (stereo unspecified),-46%,-3%,0.0%,i,0.2,-0.5,48,-4%,7.1%,6%,i,35
Cc1ccc(CNc2ncnc3c2cnn3-c2ccccc2)cc1,-178%,-16%,0.3%,i,0.8,-1.4,74,-34%,15%,-22%,i,27
CC(NC(=O)C1CCN(S(=O)(=O)c2cccc3nonc23)CC1)c1ccccc1 (stereo unspecified),-8%,-4%,-0.1%,i,0.5,2.1,39,13%,4.1%,3%,i,22
